Source: PubChem (The Scripps Research Institute Molecular Screening Center)
procasp7 counter: procaspase-7 activators, primary screen, counter-screen for procaspase-3 activator project, biochemical, absorbance, HTS, human. activation, % at 8.5 µM. recombinant procaspase-7, Ac-DEVD-pNA absorbance 405 nm; D23A/D198A/D206A triple mutant, cannot self-cleave; scale: DMSO 0, 5 µM enzyme 100. AID 463210, 2010. Caspase-7 (Homo sapiens), P55210. 330,000 compounds, 0.093% hits;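 active = percent activation above the screen-wide mean plus 3 SD, cut at about 25% in these data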
Target sequence (P55210 whole entry D23A/D198A/D206A): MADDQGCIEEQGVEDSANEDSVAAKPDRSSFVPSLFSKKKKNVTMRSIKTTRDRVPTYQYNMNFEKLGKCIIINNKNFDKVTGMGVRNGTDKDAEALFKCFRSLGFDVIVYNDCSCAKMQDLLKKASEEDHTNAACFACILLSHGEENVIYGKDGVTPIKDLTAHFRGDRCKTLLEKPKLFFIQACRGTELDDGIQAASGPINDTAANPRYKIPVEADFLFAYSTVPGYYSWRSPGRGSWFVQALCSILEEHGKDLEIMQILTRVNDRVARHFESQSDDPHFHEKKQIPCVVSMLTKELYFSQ
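Assay system: Uncleavable procaspase-7 mutant enzyme | Input: 2 µM procaspase-7 mutant as dispensed | Timing: 1 h compound preincubation, 2 h substrate cleavage, 25 °C | Repeats: One well per compound | Control set: DMSO wells as 0%, DMSO with 5 µM added PC-7 as 100% | Technique: Epi-absorbance of released pNA at 405 nm, two timepoints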
procasp3 activ: activators of human procaspase-3 D3A mutant, primary screen, biochemical, absorbance, PC-3 D3A mutant, single concentration | recombinant procaspase-3 D3A, Ac-DEVD-pNA absorbance 405 nm | activation, % at 8.5 µM | 330,000 compounds, 0.11% hits;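 active = activation above the mean of all tested compounds plus 3 SD, cut at about 21% in these data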;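 also: 0% = DMSO alone and 100% = DMSO wells spiked with extra 5 µM PC-3 D3A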
Target sequence (P42574 whole entry D9A/D28A/D175A): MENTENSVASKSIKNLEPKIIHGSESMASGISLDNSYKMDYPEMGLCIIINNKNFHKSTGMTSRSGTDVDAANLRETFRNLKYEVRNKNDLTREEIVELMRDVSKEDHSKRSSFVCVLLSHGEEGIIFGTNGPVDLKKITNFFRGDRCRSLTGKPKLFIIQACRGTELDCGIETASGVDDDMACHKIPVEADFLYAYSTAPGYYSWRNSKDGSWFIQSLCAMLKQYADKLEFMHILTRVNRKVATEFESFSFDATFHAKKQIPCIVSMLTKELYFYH
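Assay system – Procaspase-3 D3A mutant · Benchmarks – DMSO low control, extra-enzyme high control · Technique – 405 nm absorbance of p-nitroaniline, reads at 0 and 120 min · Doses – 8.5 µM nominal · Measure – % activation between DMSO and enzyme-spiked controls · Also added – Ac-DEVD-pNA chromogenic peptide substrate · Schedule – 1 h compound preincubation, 2 h substrate hydrolysis at 25 °C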
TPT1 inhibitor: Candida albicans TPT1 enzyme inhibitors, primary screen, biochemical, fluorescence polarization; tRNA 2'-phosphotransferase TPT1 (Candida albicans SC5314); recombinant caTPT1, FP RNA substrate dephosphorylation; inhibition, % at 5 µM; 300,000 compounds, 0.81% hits; AID 1962, 2009;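 active = inhibition above the mean of all tested compounds plus 3 SD, set per screening campaign, cut at about 24% in these data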;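 also: plate controls were DMSO alone for no effect and ferristatin control at 100 nM for full effect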
PAFAH2 inh: PAFAH2 enzyme inhibitors, primary screen, biochemical, fluorescence polarization, human; Platelet-activating factor acetylhydrolase 2, cytoplasmic (Homo sapiens), Q99487; recombinant PAFAH2, FP-rhodamine activity probe; inhibition, % at 3.39 µM; 340,000 compounds, 0.99% hits; AID 492956, 2010;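 active = inhibition above the mean over all tested compounds plus 3 SD, cut at about 30% in these data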;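 also: inhibitors block probe labeling of enzyme so polarization drops; 0% = enzyme with DMSO and 100% = wells lacking PAFAH2 protein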
PP5 primary: PP5 phosphatase inhibitors, primary screen, biochemical, fluorescence. Serine/threonine-protein phosphatase 5 (Homo sapiens), P53041. AID 1987, 2009. 320,000 compounds, 0.18% hits. inhibition, % at 6.7 µM. purified PP5c, OMFP substrate fluorescence;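 active = inhibition above the campaign's mean inhibition across all tested compounds plus 3 SD, cut at about 9.5% in these data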;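 also: 0% = DMSO only and 100% = 100 µM cantharidin control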
Target sequence (P53041 whole entry, looked up): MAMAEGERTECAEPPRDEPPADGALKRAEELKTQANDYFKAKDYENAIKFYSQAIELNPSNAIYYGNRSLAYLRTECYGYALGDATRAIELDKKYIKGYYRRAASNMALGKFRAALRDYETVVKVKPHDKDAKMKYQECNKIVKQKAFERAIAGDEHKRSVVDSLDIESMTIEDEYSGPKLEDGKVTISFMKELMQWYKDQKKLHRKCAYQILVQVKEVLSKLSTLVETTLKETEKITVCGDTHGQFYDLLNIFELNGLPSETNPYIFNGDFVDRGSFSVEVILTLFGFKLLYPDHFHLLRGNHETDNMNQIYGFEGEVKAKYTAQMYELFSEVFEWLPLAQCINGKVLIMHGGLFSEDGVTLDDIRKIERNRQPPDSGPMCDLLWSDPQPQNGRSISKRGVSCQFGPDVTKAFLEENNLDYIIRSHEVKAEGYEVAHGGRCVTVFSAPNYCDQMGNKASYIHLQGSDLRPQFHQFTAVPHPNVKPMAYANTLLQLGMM
AHR act: AHR activators, primary screen, cell-based, luminescence, luciferase reporter, human. activation, % at 5 µM. AHR-responsive luciferase reporter cells. AID 2796, 2010. Aryl hydrocarbon receptor (Homo sapiens), P35869. 320,000 compounds, 2.5% hits; in the data active = activation above about 47%;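 also: 0% = vehicle wells and 100% = reference agonist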
core dimer inh: inhibitors of HCV core protein dimerization, primary screen, biochemical, TR-FRET, high-throughput | TR-FRET GST/Flag-core106 dimerization, 1536-well | inhibition, % at 5 µM | 300,000 compounds, 0.33% hits;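 active = inhibition above the mean of all tested compounds plus 3 SD, set per screening campaign, cut at about 45% in these data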
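System – GST-tagged and Flag-tagged HCV core protein residues 1-106 · Repeats – one well for each compound · Technique – TR-FRET 671 and 617 nm emission · Doses – one concentration, 5 µM, in 0.5% DMSO · Times – 4 h, 22.5 °C incubation · Also added – Eu donor and XL665 acceptor anti-tag antibodies · Measure – percent inhibition of core106 dimerization signal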
PP1 counter: PP1-alpha phosphatase inhibitors, primary screen, counter-screen for PP5 inhibitor project, biochemical, fluorescence, OMFP substrate, single point. purified PP1alpha. inhibition, % at 6.7 µM. 320,000 compounds, 0.9% hits;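 active = inhibition above the mean inhibition of all tested compounds plus 3 SD, computed separately for each screening campaign, cut at about 15% in these data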
Fh CTSL1 inh: Fasciola hepatica cathepsin L1 inhibitors, primary screen, counter-screen for PFM18AAP inhibitor project, biochemical, QFRET, fluorogenic peptide substrate; inhibition, % at 5.96 µM; 300,000 compounds, 0.49% hits; recombinant F. hepatica cathepsin L1, Z-Leu-Arg-MCA fluorescence; AID 1906, 2009;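 active = inhibition above the mean of all tested compounds plus 3 SD, set per screening campaign, cut at about 17% in these data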;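 also: 0% = plate median of test compound wells and 100% = 1 µM Z-Phe-Ala-diazomethylketone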
* = called active by the depositor; . = not tested or not shown. Not a hit list; any-hit rate near 5.6%.

compound,procasp7 counter,procasp3 activ,TPT1 inhibitor,PAFAH2 inh,PP5 primary,AHR act,core dimer inh,PP1 counter,Fh CTSL1 inh
CC(=O)c1cccc(NC(=O)c2ccccc2-c2ccccc2C(=O)O)c1,-6,7,-5,0,0.2,-1,5,-2,1
CCOc1ccc(OCCC(=O)NNC(=O)c2nn(C)c(=O)c3ccccc23)cc1,1,14,0,-3,2.6,1,14,-2,-5
CCN(CC)C(=S)SCC(=O)Nc1ncc2c(n1)CCCC2=O,4,4,-1,10,2.4,0,-6,-1,-1
O=C(c1ccc2c(c1)OCO2)N1CCC2(CC1)Oc1ccc(F)cc1C(=O)C21CC(c2ccc(Cl)cc2)=NO1 (stereo not given),1,-5,-2,-8,-0.1,0,18,-4,0
O=C(NC(=S)Nc1ccccc1N1CCOCC1)c1ccc(Br)cc1,1,-2,0,9,0.9,55*,4,2,2
COc1ccccc1C(=O)C1CCCN(C(=O)c2cccc(Cn3cccn3)c2)C1 (stereo not given),6,-8,-3,3,-0.4,9,2,-4,-2
CCn1c(SCC(=O)Nc2sc3c(c2C#N)CCCC3)nnc1-c1ccco1,-4,-3,-5,-5,3.5,8,9,1,4
Cc1c(C(=O)NCC(c2ccco2)N2CCCC2)oc2ccc(Cl)cc12 (stereo not given),1,11,1,10,2.0,92*,-3,1,0
CN(Cc1ccccc1)C(=O)c1[nH]cnc1C(=O)NCCCCCNC(=O)OC(C)(C)C,-1,0,.,0,-1.1,3,.,-1,.
COc1ccccc1NS(=O)(=O)c1ccc(C)c(NC(=O)NCCCl)c1,6,11,2,-1,-1.6,0,-2,1,-2
Cc1ccc(Cl)cc1NC(=O)CCN1C(=O)C2C3CCC(C3)C2C1=O (stereo not given),-5,-11,-1,10,5.2,5,-5,-6,-1
Cc1nc(N2CCCCC2)c(C#N)c(C)c1[N+](=O)[O-],1,-2,-1,-5,1.2,0,12,-2,2
CC(C)COC(=O)OCN1C(=O)CN(CCN2CC(=O)N(COC(=O)OCC(C)C)C(=O)C2)CC1=O,0,5,-1,2,1.3,21,7,-2,5
CCn1c(SCC(=O)Nc2nc(C)cs2)nnc1C(C)NC(=O)c1ccccc1 (stereo not given),-1,4,-3,-4,-0.8,0,1,1,2
CCN(CC(=O)NCc1ccc(F)cc1)c1ccc(S(C)(=O)=O)cc1[N+](=O)[O-],1,-4,1,-1,-1.0,-2,0,0,-2
O=C(COc1ccc(Br)cc1)Nc1ccc(CN2CCOCC2)cc1,4,4,-1,-4,3.9,-6,-13,0,-1
COC(=O)C(Cc1ccccc1)NC(=O)CC(C)CC(=O)Nc1ccc(C)cc1 (stereo not given),2,4,-1,-3,-1.4,-1,4,0,-5
Cn1ncc([N+](=O)[O-])c1C(=O)Nc1ccc(Cl)cc1,12,0,0,4,1.4,72*,5,-1,3
N=c1n(Cc2ccccc2)c2ccccc2n1CC(O)COc1ccccc1 (stereo not given),-8,6,3,-2,2.3,4,-1,-1,2
Cc1ccc(C(=O)NCCCNC(=O)c2ccc(C)nc2)cc1,13,1,-4,-2,0.9,0,0,0,0
COc1ccc(CNC(=O)COc2ccc(S(=O)(=O)NC(C)C)cc2)cc1,0,1,1,-3,1.1,-3,-1,-4,-2
CC(C)NC(=O)N(C)C[C@H]1Oc2c(NC(=O)Nc3ccc(C(F)(F)F)cc3)cccc2C(=O)N([C@H](C)CO)C[C@@H]1C,-5,3,.,1,.,-1,.,.,.
COc1cccc(NC(=O)COC(=O)Cc2ccc(Cl)cc2)c1,8,-5,-2,8,0.4,2,-1,-2,-10
COc1ccc(/C=N\NC(=O)c2cccc(F)c2)cc1COc1ccccc1,-12,-6,-1,-22,4.8,64*,18,2,-1
CC1CCCC(NC(=O)CSc2nnc(-c3cccnc3)n2N)C1C (stereo not given),0,4,.,-1,.,5,.,.,.
COc1ccc(N(CC(=O)NCCc2ccc(OC)c(OC)c2)S(=O)(=O)c2ccc(OC)c(OC)c2)cc1,15,8,-1,1,2.0,-2,-10,0,-2
O=C(c1ccc(CS(=O)Cc2cccc(Cl)c2)o1)N1CCN(C2CCCCC2)CC1 (stereo not given),5,5,0,5,2.3,3,0,-2,-2
Cc1nc(-c2ccc(Cl)cc2)sc1C(=O)O,10,10,-3,6,-0.8,7,-3,1,4
OC(CCN1CCC2(CC1)OCCO2)C(F)(F)F (stereo not given),-2,5,-4,-1,-0.1,-1,-20,-1,-1
Cn1cccc1/C=N/NC(=O)c1cc(-c2cccs2)nc2ccccc12,1,-6,-3,0,4.5,2,-10,2,3
COc1ccc(NC(=S)N(CCc2ccc(OC)c(OC)c2)Cc2ccccn2)cc1,-16,-7,-3,0,1.0,4,-4,1,-6
Oc1ccc(-c2nccc(-c3ccc(Cl)cc3)n2)cc1,-7,4,-2,-1,2.3,7,2,-4,3
O=C(NCC1(c2ccccc2)CCCC1)C(=O)N1CCOCC1,12,5,-6,1,-2.9,0,6,2,1
O=C(CCCN1C(=O)c2ccccc2C1=O)Nc1ccccc1C(=O)N1CCOCC1,0,-3,0,-1,0.9,9,-8,-3,1
Cc1ccc(C(=O)Nc2cccnc2)cc1[N+](=O)[O-],1,8,0,4,2.7,16,-1,-4,-3
Cc1nn(CC(=O)NCCc2ccccc2)c(=O)c2cc3occc3n12,3,3,1,6,3.7,0,-6,1,-3
CCOC(=O)C1=C(C)Nc2nc3ccccc3n2C1c1ccccc1 (stereo not given),5,2,0,5,5.6,12,-7,0,2
COc1ccc(C2C(C#N)=C(N)Oc3cc(C)[nH]c(=O)c32)cc1OC (stereo not given),6,9,0,3,-2.3,1,-2,-3,1
Cc1ccc(-c2nnn(CC(=O)N3CCN(c4ccccc4)CC3)n2)o1,-3,-3,-3,-3,-0.3,1,4,0,9
CCn1cc(C(=O)NCCCOC(C)C)c(=O)c2cc(S(=O)(=O)N3CCC(C)CC3)ccc21,0,1,-3,3,-0.8,1,4,3,4
Nc1nc(C23CC4CC(CC(C4)C2)C3)[nH]c(=O)n1,-7,4,0,5,1.2,-1,-8,-1,-3
CCCCCCNS(=O)(=O)c1ccc(NC(=O)C2CCCO2)cc1 (stereo not given),13,-2,0,-2,-0.4,1,2,0,0
CCn1c(SCC(=O)NCc2ccco2)nnc1-c1cccs1,-5,-3,-1,0,-2.4,0,0,-6,1
Nc1ccc2nc(CCc3ccccc3)[nH]c2c1,1,-11,2,9,-0.5,16,1,1,-1
Cc1ccc(NC(=O)CN2C(=O)c3ccccc3S2(=O)=O)c(C)c1,8,15,-1,0,-1.4,1,11,-3,2
CN(C)c1cc(NC(=O)CNC(C)(C)CC(C)(C)C)c2ccccc2n1,-3,-5,0,7,3.1,8,2,1,4
Cc1cc(C)cc(N(CC(=O)Nc2ccccc2)C2=NC3CS(=O)(=O)CC3S2)c1 (stereo not given),1,-3,-4,1,3.4,5,-8,6,-1
CCOC(=O)CN(Cc1ccccc1)C(=O)OC(C)(C)C,1,0,-3,.,-0.1,2,3,0,-2
CSc1ccc(C(=O)C2CCCN(C(=O)c3nn(C)c(=O)c4ccccc34)C2)cc1 (stereo not given),-1,3,0,-3,1.9,0,5,-4,1
Cc1nnc(SCc2cnc(-c3ccccc3)o2)[nH]c1=O,4,5,-10,-5,2.6,1,1,0,-2
Cn1c(Cn2cnc3ccccc32)nc2ccccc21,4,-3,-4,-3,1.2,12,-4,-3,-1
Cc1ccc(N2CN(Cc3ccco3)CNC2=S)c(C)c1,-2,-5,48*,7,-2.1,0,-1,-3,-2
CCOc1ccc(NC(=O)CCC(=O)n2nc(C)cc2C)cc1,-3,5,1,.,-0.2,3,-8,-2,1
CCN(CCNS(=O)(=O)c1ccc2[nH]c(=O)sc2c1)c1ccccc1,2,-6,2,0,2.6,5,4,3,0
Cc1ccnc(NC(=O)c2ccc(Cl)c(NC(=O)c3ccccc3C)c2)c1,-2,0,-4,-1,0.1,15,-3,2,5
CCN1C[C@@H]2[C@@H]3C(=O)N(C)C(=O)[C@@H]3[C@](CC)(C1=O)N2C(=O)c1ccc(C(C)(C)C)cc1,2,-2,.,-5,.,1,.,.,.
O=C(CCc1nc2ccccc2c(=O)[nH]1)NNC(=O)c1cccc(Cl)c1,-4,12,0,3,0.0,2,-5,-6,-3
CCOc1ccc(/C(O)=C2/C(=O)C(=O)N(c3ncccn3)C2c2ccc(Cl)cc2)cc1 (stereo not given),-5,2,-1,.,-0.9,0,6,11,6
COc1ccc(NC(=O)CCNS(=O)(=O)c2ccc3c(c2)c(=O)n(C)c(=O)n3C)cc1OC,3,-2,1,7,-0.9,-1,-1,-2,10
CCOC(=O)N1CCN(c2cc(=O)n(-c3cccc(Br)c3)c(=O)[nH]2)CC1,-4,-8,1,-2,1.2,2,-15,0,0

Remaining list, next part.
compound,procasp7 counter,procasp3 activ,TPT1 inhibitor,PAFAH2 inh,PP5 primary,AHR act,core dimer inh,PP1 counter,Fh CTSL1 inh
CC(=O)c1ccc(OCC(=O)Nc2ccc(N3CCCCC3)cc2)cc1,-5,0,.,1,0.1,-1,.,0,.
CN(C)CC(=O)Nc1cc(C(F)(F)F)ccc1Cl,1,-3,-4,4,1.6,0,-1,-2,2
NC(=O)c1ncn([C@@H]2O[C@H](CO)[C@@H](O)[C@H]2O)c1O,1,-1,2,-6,2.1,-3,8,-3,-1
Cc1cccc(C(=O)O/N=C(\N)Cc2ccc([N+](=O)[O-])cc2)c1,2,-8,3,37*,1.9,6,2,0,-2
O=C(Nc1ccccc1)OCCNC(=O)c1ccccc1,-4,-1,-2,-2,-0.9,-1,-3,4,-1
CCC(C(=O)N1CCC(C(N)=O)CC1)n1nc(C)n2c(cc3occc32)c1=O (stereo not given),-3,0,0,-1,-0.3,-1,9,-2,-4
CC(C)C(=O)NC(=S)Nc1ccc(S(=O)(=O)N2CCCC2)cc1,-1,3,1,5,1.9,0,-1,1,-4
Cc1nc(SCC(=O)N(CC(C)C)C2CCS(=O)(=O)C2)c2c(C)c(C)sc2n1 (stereo not given),0,-4,.,-3,-0.5,2,.,-4,.
